# High-throughput results as filed in PubChem BioAssay.
# LYPLA1 counter = LYPLA1 (human) inhibition in PME1 counter-screen; O75608; inhibition, % at 5.9 µM; hit rate 0.16% among 320,000; recombinant LYPLA1, FP-Rh probe fluorescence polarization;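 active = inhibition above the mean of all tested compounds plus 3 SD, set per campaign, cut at about 14% in these data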;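 also: inhibitors block serine hydrolase probe labeling of LYPLA1 so polarization falls; 0% = enzyme with DMSO and 100% = wells lacking LYPLA1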
# Target sequence (O75608 whole entry, looked up): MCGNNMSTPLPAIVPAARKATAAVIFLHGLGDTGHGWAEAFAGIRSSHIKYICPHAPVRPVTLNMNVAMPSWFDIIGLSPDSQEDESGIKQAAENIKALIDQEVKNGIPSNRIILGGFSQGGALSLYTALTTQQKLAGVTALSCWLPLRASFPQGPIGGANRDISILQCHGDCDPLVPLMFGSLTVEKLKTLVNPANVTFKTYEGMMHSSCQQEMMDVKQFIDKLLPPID
# GSTO1 counter = counter-screen for RBBP9 inhibitors: inhibitors of human GSTO1; P78417; recombinant GSTO1, activity-based probe fluorescence polarization; inhibition, % at 5.96 µM; hit rate 1.1% among 300,000; AID 1974;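 active = inhibition above the campaign mean inhibition plus 3 SD, cut at about 35% in these data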;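 also: 0% = GSTO1-1 with DMSO and 100% = wells lacking GSTO1-1 enzyme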
# PAFAH2 FP inh = PAFAH2 (human) inhibition. Q99487. hit rate 0.99% among 340,000. recombinant PAFAH2, FP-rhodamine activity probe, fluorescence polarization. inhibition, % at 3.39 µM;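 active = inhibition above the mean over all tested compounds plus 3 SD, cut at about 30% in these data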;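 also: inhibitors block probe labeling of enzyme so polarization drops; 0% = enzyme with DMSO and 100% = wells lacking PAFAH2 protein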
# pPAFAH inh = pPAFAH (human) enzyme inhibition. AID 463082. hit rate 1.5% among 330,000. recombinant pPAFAH, FP-rhodamine probe fluorescence polarization. Q13093. inhibition, % at 3.39 µM;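 active = inhibition above the mean inhibition across the screen plus 3 SD, cut at about 25% in these data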;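 also: inhibitors block binding of the rhodamine activity-based probe so polarization drops; 0% = enzyme with DMSO and 100% = wells lacking pPAFAH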
# Target sequence (Q13093 whole entry, looked up): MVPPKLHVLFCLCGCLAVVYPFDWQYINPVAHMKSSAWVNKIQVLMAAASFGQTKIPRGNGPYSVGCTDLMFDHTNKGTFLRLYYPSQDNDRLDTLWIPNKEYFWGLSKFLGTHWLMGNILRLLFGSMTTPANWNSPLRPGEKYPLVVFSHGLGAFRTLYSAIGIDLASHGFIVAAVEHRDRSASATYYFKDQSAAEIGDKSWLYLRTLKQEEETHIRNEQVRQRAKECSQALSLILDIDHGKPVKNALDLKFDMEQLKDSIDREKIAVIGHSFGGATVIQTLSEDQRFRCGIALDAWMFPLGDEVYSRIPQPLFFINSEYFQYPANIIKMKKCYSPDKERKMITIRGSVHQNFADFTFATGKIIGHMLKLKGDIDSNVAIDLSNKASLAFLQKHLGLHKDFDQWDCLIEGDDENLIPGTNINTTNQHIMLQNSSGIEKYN
# PME-1 inh = blocks human protein phosphatase methylesterase 1; inhibition, % at 5.9 µM; recombinant PME-1, FP-Rh probe fluorescence polarization; hit rate 0.53% among 320,000; Q9Y570; AID 2130;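 active = inhibition above the campaign mean of all compounds plus 3 SD, cut at about 26% in these data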;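 also: competitive labeling of PME-1 active site by serine hydrolase directed probe; 0% = PME-1 with DMSO and 100% = wells lacking PME-1 enzyme; inhibitors block probe labeling so polarization falls and inhibition rises; many of its hits are not listed in these tables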
# PAD4 FP inh = blocks human protein arginine deiminase 4 | Q9UM07 | recombinant PAD4, RCA probe fluorescence polarization | inhibition, % at 6.36 µM | hit rate 0.41% among 330,000;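 active = percent inhibition above a cutoff equal to the mean of all tested compounds plus 3 SD, cut at about 15% in these data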;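 also: 0% = PAD4 with RCA probe and DMSO and 100% = probe without PAD4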
# PAFAH1B3 FP inh = inhibitors of human PAFAH1B3 | Q15102 | recombinant PAFAH1B3, FP-rhodamine probe, fluorescence polarization | inhibition, % at 3.39 µM | hit rate 0.28% among 340,000;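 active = inhibition above the screen-wide average of all tested compounds plus 3 SD, cut at about 25% in these data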;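 also: 0% = enzyme with DMSO only and 100% = wells lacking PAFAH1B3 protein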
# PAFAH1B2 inh = blocks human PAF acetylhydrolase 1b catalytic subunit 2; AID 492953; P68402; inhibition, % at 3.39 µM; recombinant PAFAH1B2, FP-rhodamine activity probe, fluorescence polarization; hit rate 1.2% among 340,000;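 active = inhibition above the mean of all tested compounds plus 3 SD, cut at about 24% in these data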;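 also: 0% = enzyme with DMSO and 100% = wells lacking PAFAH1B2; many of its hits are not listed in these tables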
# LYPLA2 counter = LYPLA2 (human) inhibition in PME1 counter-screen; O95372; recombinant LYPLA2, FP-Rh probe fluorescence polarization; inhibition, % at 5.9 µM; hit rate 0.38% among 320,000;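 active = inhibition above the screen-wide mean plus 3 SD, limit set per campaign, cut at about 26% in these data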;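 also: 0% = LYPLA2 with DMSO and 100% = wells lacking LYPLA2 enzyme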
# Target sequence (O95372 whole entry, looked up): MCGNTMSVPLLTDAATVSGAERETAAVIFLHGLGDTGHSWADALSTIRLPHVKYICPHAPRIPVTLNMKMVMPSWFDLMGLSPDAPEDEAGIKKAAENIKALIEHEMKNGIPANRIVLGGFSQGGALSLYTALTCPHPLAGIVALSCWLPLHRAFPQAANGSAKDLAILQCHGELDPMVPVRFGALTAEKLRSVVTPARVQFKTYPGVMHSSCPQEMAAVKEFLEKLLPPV
# Starred values were filed as active, the others as inactive; nt = no result given.
SMILES,LYPLA1 counter,GSTO1 counter,PAFAH2 FP inh,pPAFAH inh,PME-1 inh,PAD4 FP inh,PAFAH1B3 FP inh,PAFAH1B2 inh,LYPLA2 counter
Clc1cccc(NCc2ccccc2)n1,0,14,1,1,-1,4,7,0,2
COc1ccc(-n2c(CCc3ccccc3)nnc2SCC(=O)c2ccccc2)cc1,-1,-2,-9,4,1,0,4,9,-1
O=CN(Cc1ccco1)C1(C(=O)NC2CCCCC2)CCCCC1,-1,11,3,-5,1,-1,1,-2,12
COc1ccc(C(=O)[C@H]2[C@H]3C(=O)N(c4ccccc4)C(=O)[C@H]3C3C=CC=NN32)cc1 (stereo not given in full),-5,-12,nt,2,-8,3,nt,nt,-3
CCc1cc(C(=O)NNC(=S)Nc2cccc(C)c2)cs1,2,5,0,8,9,-1,4,7,2
Cc1cccnc1NC(N)=S,-1,0,-12,2,2,5,4,2,5
Cc1cccc(NS(=O)(=O)c2cc(C(=O)N3CCN(C)CC3)ccc2C)c1,-3,7,2,3,-3,0,0,3,2
COc1ccccc1C1C(C(C)=O)=C(C)N=c2s/c(=C\c3cc(OC)c(OC)c(OC)c3)c(=O)n21 (stereo not given),2,-8,-2,5,3,-1,0,2,5
COc1ccccc1-c1cc(N)n[nH]1,2,2,8,8,-3,2,0,2,5
CC1(C(=O)Nc2cccc(S(=O)(=O)N3CCOCC3)c2)Cc2ccccc2C(=O)O1 (stereo not given),4,7,-3,0,3,0,1,-3,2
CC(CN(C)Cc1ccccc1)OC(=O)c1cccs1 (stereo not given),-3,10,-3,-1,0,1,7,3,-2
CCn1cnc2c1c(=O)n(CC(=O)OC)c(=O)n2Cc1ccccc1,2,0,9,1,-3,-1,2,6,4

# Ordered by SMILES length (rising): part of the list above
SMILES,LYPLA1 counter,GSTO1 counter,PAFAH2 FP inh,pPAFAH inh,PME-1 inh,PAD4 FP inh,PAFAH1B3 FP inh,PAFAH1B2 inh,LYPLA2 counter
CC(CN(C)Cc1ccccc1)OC(=O)c1cccs1 (stereo not given),-3,10,-3,-1,0,1,7,3,-2
Cc1cccc(NS(=O)(=O)c2cc(C(=O)N3CCN(C)CC3)ccc2C)c1,-3,7,2,3,-3,0,0,3,2
COc1ccccc1C1C(C(C)=O)=C(C)N=c2s/c(=C\c3cc(OC)c(OC)c(OC)c3)c(=O)n21 (stereo not given),2,-8,-2,5,3,-1,0,2,5

# Further structures:
SMILES,LYPLA1 counter,GSTO1 counter,PAFAH2 FP inh,pPAFAH inh,PME-1 inh,PAD4 FP inh,PAFAH1B3 FP inh,PAFAH1B2 inh,LYPLA2 counter
CCN1CCN(CCCCOc2ccccc2F)CC1,1,1,2,1,-3,-4,8,1,2
O=C(Nc1cccc([N+](=O)[O-])c1)Nc1ccc2c(c1)CCC2,-26,-6,-19,20,11,-5,14,5,-25
COc1ccccc1Nc1nc(-c2sc(NC(=O)c3ccc([N+](=O)[O-])cc3)nc2C)cs1,-13,11,nt,21,24,0,nt,nt,-5
CCCn1c(C)cc(C(=O)CSc2nc3nc(C)cc(C)n3n2)c1C,3,-1,5,1,5,-3,-2,0,4
CC(C)Oc1cc(NC(=O)CSCC(=O)Nc2cccc(C(F)(F)F)c2)c(Cl)cc1Cl,-6,-4,-4,3,-10,-1,4,-2,-8
CCCOc1ccc(C2c3c(oc4cc(C)c(C)cc4c3=O)C(=O)N2CCCN2CCOCC2)cc1 (stereo not given),5,0,2,1,2,1,-4,-3,1
Cc1cccc(N2CCN(CC(=O)NCc3ccccc3)CC2)c1C,-3,23,0,4,7,0,5,-1,1
NC(=NCCc1c[nH]c2ccccc12)NS(=O)(=O)c1ccc2ccccc2c1,-9,0,6,1,7,-2,5,1,-4
COc1ccc([N+](=O)[O-])cc1N(CC1CO1)S(=O)(=O)c1ccc(C)cc1 (stereo not given),1,88*,6,3,5,2,10,4,1
Cc1cc2cccc(C)c2nc1SCC(=O)NNC(=O)c1ccco1,-2,-6,3,3,-2,-2,2,0,-1
CCCC(=O)c1c(C)c2ccccc2n1C,-1,-5,-5,0,5,-8,1,5,3
CCNS(=O)(=O)c1ccc(CCC(=O)N2CCc3ccccc3C2)cc1,-2,6,-1,0,-1,-2,10,1,0
Cc1ccc(S(=O)(=O)N2CCOCC2)cc1C(=O)N1CCC(Cc2ccccc2)CC1,2,3,7,2,-1,-1,16,15,14
C=CC[C@H](CC(=O)NCCO)C(=O)N[C@@H](COC(=O)[C@@H](CC=C)Cc1ccc(F)cc1)Cc1c[nH]c2ccccc12,nt,nt,-3,0,nt,1,0,8,nt
Cc1[nH]nc(SCC(=O)N2CCCC2)c1[N+](=O)[O-],0,1,-4,-4,3,1,1,2,-3
COc1cccc(C2=CC(c3ccc(N(C)C)cc3)n3nnnc3N2)c1 (stereo not given),-2,0,6,8,-2,-5,1,1,5
CCc1ccc(S(=O)(=O)NCCc2cn3cccc(C)c3n2)s1,0,3,9,3,3,-6,1,-1,-2
Cc1ccc(-c2nc3ccccn3c2NCc2ccc3c(c2)OCO3)cc1,-3,1,1,1,5,-5,3,5,-4
CCC(C)[C@H](NC(=O)N1CC(=O)Nc2ccccc21)C(=O)Nc1ccccc1C (stereo not given in full),-4,6,9,-2,-1,0,0,-5,-5
C=CCNC(=O)C1CCN(S(=O)(=O)c2ccc3ccccc3c2)CC1,-1,0,-7,-1,-1,0,6,4,3
CCn1c(SC(C)C(=O)NCC2CCCO2)nc2ccccc21 (stereo not given),1,nt,5,3,-5,2,13,8,7
Cc1ccc(C(=O)n2c3ccccc3c3ccccc32)cc1,-1,-13,1,9,-3,-4,2,0,-1
Cc1c(OCC(=O)NC2CC(C)(C)NC(C)(C)C2)ccc2c1oc(=O)c1ccccc12,-1,3,-1,-1,4,-3,-2,6,0
CCOC(=O)c1sc(NC(=O)CNC(=O)Cn2cnc3sc(C)c(C)c3c2=O)nc1C,2,-2,-8,-5,-3,-10,-1,2,1
COc1cccc(C(c2nnnn2Cc2ccco2)N2CCN(c3cccc(C)c3C)CC2)c1OC (stereo not given),-5,3,6,19,-2,3,3,2,-4
Brc1ccc(-c2csc(N3CCc4ccccc4C3)n2)cc1,-1,1,-4,2,0,0,0,7,-2
O=C(CN(C(=O)CCC(=O)Nc1nccs1)c1cccc(C(F)(F)F)c1)NCC1CCCO1 (stereo not given),0,2,2,4,0,-1,17,4,1
O=C(N/N=C/c1ccccc1F)NC12CC3CC(CC(C3)C1)C2,-5,-3,16,-8,-8,0,4,8,-6
Cc1nc(-c2coc3cc(C)c(N=O)c(O)c3/c2=N\N)cs1,3,5,3,1,2,5,9,-3,4
CCOC(=O)c1ccc(NC(=O)CSc2nc3c(c(=O)n2CC)SC(C)C3)cc1 (stereo not given),-3,6,0,5,7,3,1,6,-2
COc1ccc(CC(C)N2CCN(c3cccc(C(F)(F)F)c3)CC2)cc1OC (stereo not given),25*,9,-1,-1,0,-1,-7,-3,31*
Brc1ccc(/C=N/Nc2nncc(-c3ccccc3)n2)o1,3,-9,nt,6,3,-1,nt,nt,3
O=C(Nc1nnc(C2CC2)s1)c1ccc(Cl)c(S(=O)(=O)N2CCc3ccccc3C2)c1,-10,-8,-2,10,-3,3,5,-1,-20
CCC1Sc2ccc(S(=O)(=O)CCC(=O)Nc3ccccc3Br)cc2NC1=O (stereo not given),4,-4,3,4,-2,-1,10,1,13
COc1ccc(S(=O)(=O)N2CCCCC2)cc1NC(=O)c1cnc(C)cn1,2,nt,3,3,-5,4,5,1,6
O=C(Nc1nc(-c2cccc3ccccc23)cs1)c1cnccn1,-3,5,3,-6,-12,0,0,10,-9
CC(C)CNC(=O)c1ccccc1NC(=O)/C=C/c1cccc([N+](=O)[O-])c1,0,1,-3,2,-1,0,-2,2,2
O=C(c1ccco1)N1CCN(C(=O)c2cc(-c3ccccn3)nc3ccccc23)CC1,-1,1,1,2,5,3,3,2,2
CC(Sc1nc(N)cc(=O)[nH]1)C(=O)Nc1sc2c(c1C#N)CCCC2 (stereo not given),30*,7,2,3,0,1,-3,10,9
CC1Cc2ccccc2N1CC(=O)Nc1ccc2c(c1)OC(F)(F)O2 (stereo not given),-4,6,6,4,3,8,2,6,-1
S=C(Nc1ccc(Oc2ccc(NC(=S)NC3CCCCC3)cc2)cc1)NC1CCCCC1,-28,-31,-53,-12,-18,-6,-21,-9,-39
CCOC(=O)C1=C(C)NC(C)=C(C(=O)OCC)C1c1sccc1C,-3,1,-8,-5,-1,-2,5,2,-5
N#Cc1c(N2CCCC2)nc(N)c2c(N)nc(N3CCCC3)cc12,7,93*,59*,16,21,48*,63*,41*,14
COc1cc(/C=N/NC(=O)c2cc(-c3ccccc3)sc2N)cc(OC)c1OC,-16,-30,nt,26*,8,3,nt,nt,-18
COc1cc2c(cc1OC)CN(C(=O)CN1CCN(S(=O)(=O)c3ccc(C)c(C)c3)CC1)CC2,0,-5,0,6,8,-4,2,4,3
CC(=O)N(C(C)=O)N1C(=O)c2cccc3c(N4CCOCC4)ccc(c23)C1=O,-3,9,-4,-3,-12,3,14,1,-2

# Compounds shown so far that contain two or more sulfur atoms, in the order listed:
SMILES,LYPLA1 counter,GSTO1 counter,PAFAH2 FP inh,pPAFAH inh,PME-1 inh,PAD4 FP inh,PAFAH1B3 FP inh,PAFAH1B2 inh,LYPLA2 counter
CCc1cc(C(=O)NNC(=S)Nc2cccc(C)c2)cs1,2,5,0,8,9,-1,4,7,2
COc1ccccc1Nc1nc(-c2sc(NC(=O)c3ccc([N+](=O)[O-])cc3)nc2C)cs1,-13,11,nt,21,24,0,nt,nt,-5
CCc1ccc(S(=O)(=O)NCCc2cn3cccc(C)c3n2)s1,0,3,9,3,3,-6,1,-1,-2
CCOC(=O)c1sc(NC(=O)CNC(=O)Cn2cnc3sc(C)c(C)c3c2=O)nc1C,2,-2,-8,-5,-3,-10,-1,2,1
CCOC(=O)c1ccc(NC(=O)CSc2nc3c(c(=O)n2CC)SC(C)C3)cc1 (stereo not given),-3,6,0,5,7,3,1,6,-2
O=C(Nc1nnc(C2CC2)s1)c1ccc(Cl)c(S(=O)(=O)N2CCc3ccccc3C2)c1,-10,-8,-2,10,-3,3,5,-1,-20
CCC1Sc2ccc(S(=O)(=O)CCC(=O)Nc3ccccc3Br)cc2NC1=O (stereo not given),4,-4,3,4,-2,-1,10,1,13
CC(Sc1nc(N)cc(=O)[nH]1)C(=O)Nc1sc2c(c1C#N)CCCC2 (stereo not given),30*,7,2,3,0,1,-3,10,9
S=C(Nc1ccc(Oc2ccc(NC(=S)NC3CCCCC3)cc2)cc1)NC1CCCCC1,-28,-31,-53,-12,-18,-6,-21,-9,-39

# Some of the compounds tested; count on the stated rates, not on these rows.
